Screening data (PubChem BioAssay)
tim23-1 inh = tim23-1 yeast growth inhibition | inhibition, % at 20 µM | hit rate 1.3% among 330,000 | S. cerevisiae tim23-1 growth, BacTiter-Glo luminescence, 24 h;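 active = growth inhibition of the mutant yeast at or above 50%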;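 also: temperature-sensitive mutant grown at 25 °C; plate controls were DMSO-treated mutant yeast for no effect and medium wells lacking yeast for full effect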
Mdm2 MdmX PPI = disrupts the human Mdm2-MdmX interaction; O15151+Q00987; SaOS-2 split-luciferase Mdm2/MdmX complementation, luminescence; inhibition, % at 8 µM; hit rate 3% among 330,000; AID 485346;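 active = inhibition of at least 50% at 8 µM in the primary screen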
Target sequence (O15151 whole entry, looked up): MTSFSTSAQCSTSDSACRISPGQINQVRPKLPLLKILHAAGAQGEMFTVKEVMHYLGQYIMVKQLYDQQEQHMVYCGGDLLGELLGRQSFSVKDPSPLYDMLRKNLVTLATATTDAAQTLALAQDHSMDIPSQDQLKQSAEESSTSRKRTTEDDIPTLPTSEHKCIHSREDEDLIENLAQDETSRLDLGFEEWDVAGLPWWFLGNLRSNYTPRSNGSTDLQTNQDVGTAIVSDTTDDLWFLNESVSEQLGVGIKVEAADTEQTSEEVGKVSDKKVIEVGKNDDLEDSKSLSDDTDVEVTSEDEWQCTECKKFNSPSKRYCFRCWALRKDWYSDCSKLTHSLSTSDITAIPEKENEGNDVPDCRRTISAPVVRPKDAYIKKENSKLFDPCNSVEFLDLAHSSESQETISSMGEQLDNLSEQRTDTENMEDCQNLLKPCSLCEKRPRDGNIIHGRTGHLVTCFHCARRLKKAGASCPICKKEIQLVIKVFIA
Target sequence (Q00987 whole entry, looked up): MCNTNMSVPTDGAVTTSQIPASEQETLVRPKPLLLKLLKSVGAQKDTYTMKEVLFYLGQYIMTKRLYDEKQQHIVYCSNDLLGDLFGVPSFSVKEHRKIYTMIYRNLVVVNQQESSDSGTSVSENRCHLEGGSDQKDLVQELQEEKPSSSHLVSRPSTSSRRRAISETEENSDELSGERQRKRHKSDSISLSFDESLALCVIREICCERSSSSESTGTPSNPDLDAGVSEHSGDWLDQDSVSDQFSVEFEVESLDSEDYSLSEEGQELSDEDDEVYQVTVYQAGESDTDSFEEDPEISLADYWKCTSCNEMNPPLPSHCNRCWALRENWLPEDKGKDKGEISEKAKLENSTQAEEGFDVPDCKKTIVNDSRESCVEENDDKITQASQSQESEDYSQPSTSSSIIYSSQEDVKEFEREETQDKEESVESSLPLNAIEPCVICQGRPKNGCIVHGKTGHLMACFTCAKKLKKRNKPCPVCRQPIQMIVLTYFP
Jurkat NFkB inh = inhibitors of the PMA/ionomycin-induced NF-kB reporter in Jurkat cells. hit rate 0.53% among 330,000. PMA/ionomycin-induced NF-kB luciferase reporter, luminescence. inhibition, % at 4 µM; in the data active = inhibition above about 50%
tim10-1 inh = growth inhibitors of tim10-1 mutant yeast. S. cerevisiae tim10-1 ts strain growth, BacTiter-Glo, 24 h. inhibition, % at 20 µM. hit rate 2.2% among 330,000. AID 463190;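 active = inhibition of at least 40%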;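 also: mutant grown at 25 °C; 0% = DMSO wells with yeast and 100% = wells holding no yeast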
TIM10 inh = inhibits growth of TIM10 yeast strain; inhibition, % at 10 µM; S. cerevisiae TIM10 strain growth, BacTiter-Glo luminescence, 24 h; hit rate 1.4% among 330,000; AID 463195;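 active = inhibition of 40% or more at the single tested concentration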;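 also: wild-type TIM10 isogenic control strain grown at permissive 25 °C; 0% = DMSO yeast wells and 100% = minimal medium wells without yeast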
CHOP UPR activ = activators of apoptotic arm of unfolded protein response (CHOP); CHO-CHOP luciferase reporter, UPR activation, luminescence; percent of tunicamycin response over DMSO baseline; activation, % at 10 µM; hit rate 0.34% among 330,000;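 active = at 10 µM dose, activation of 40% or more, normalized to positive control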;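 also: 100% = tunicamycin at 10 µg/mL and 0% = DMSO alone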
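System: CHO-CHOP luciferase reporter cell line | Buffer or medium: F12 medium containing 10% fetal bovine serum | Doses: One dose, 10 µM in 0.5% DMSO | Times: 6 h compound exposure at 37 °C after overnight seeding | Signal: Luciferase luminescence | Read-out: % activation vs tunicamycin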
697 NFkB inh = lowers PMA/ionomycin-induced NF-kB signal in 697 B cells. 697 B-cell NF-kB luciferase reporter, 16 h. AID 435022. inhibition, % at 4 µM. hit rate 0.33% among 330,000; in the data active = inhibition above about 35%
XBP1 UPR activ = adaptive UPR (XBP1) activation | CHO-XBP1 luciferase reporter, IRE1-XBP1 UPR activation, luminescence; percent of tunicamycin response, DMSO as zero | AID 463104 | hit rate 0.33% among 330,000 | activation, % at 20 µM;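 active = versus positive control, 20 µM dose yields 30% or more activation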;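 also: 100% = tunicamycin at 10 µg/mL and 0% = DMSO only wells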
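Material: CHO-XBP1 cells stably carrying IRE1-XBP1-driven luciferase reporter / Amount: 1000 cells per well / Compound: 20 µM, 1% DMSO / Times: 6 h treatment, 37 °C / Detection: luciferase luminescence / Measure: % activation of reporter signal versus tunicamycin and DMSO controls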
An asterisk follows results filed as active; · = not tested or not shown.

Molecule,tim23-1 inh,Mdm2 MdmX PPI,Jurkat NFkB inh,tim10-1 inh,TIM10 inh,CHOP UPR activ,697 NFkB inh,XBP1 UPR activ
CCCC1=Nc2cc(C(=O)NCCCOCC)ccc2Sc2ccccc21,9.5,59.8*,57.4*,29.8,12.5,-2.5,-179.0,11.2
CCCCCn1c(CNC(=O)c2cccs2)nc2ccccc21,32.6,3.8,-4.3,36.9,32.2,2.4,17.3,-3.2
CCOc1cc(N2CCOCC2)c(OCC)cc1NC(=O)[C@H](C)NC(=O)c1ccco1,-8.8,-13.3,-3.2,-6.1,1.9,0.9,3.0,-0.4
CCc1cccc(OCC(=O)Nc2cc(S(=O)(=O)N3CCOCC3)ccc2N2CCCC2)c1,41.3,21.7,-3.5,29.6,6.5,-0.2,-13.1,-4.6
COc1ccc(NS(=O)(=O)c2cc(N/C(=N\S(=O)(=O)c3ccccc3)c3ccc(F)cc3)ccc2Cl)cc1,-11.3,46.6,17.1,4.2,6.4,0.9,-9.1,0.8
CN(CC(=O)Nc1ccc2c(c1)CCC2)CC(=O)Nc1ccccc1Br,31.1,27.2,-3.5,-32.0,-8.9,-2.6,9.4,-0.1
C[C@@H](NS(=O)(=O)c1ccc(Br)cc1F)[C@@H](O)c1ccccc1,25.8,30.0,·,15.1,-10.6,1.0,13.4,1.3
COc1ccc(OC)c(NC(=O)COC(=O)CCCN=C2NS(=O)(=O)c3ccccc32)c1,5.5,12.8,-9.1,4.9,5.1,-1.0,0.0,-0.6
COc1ccc(-c2nc(CN3CCC(C(=O)NC4CCCC4)CC3)c(C)o2)cc1OC,-6.1,-5.6,2.1,-1.6,4.2,0.2,8.0,-5.1
Cc1ccc(C(=O)Nc2ccccc2C(=O)O)cc1S(=O)(=O)Nc1ccccc1,5.0,-39.9,6.7,11.8,-2.0,-2.0,21.5,-3.9
COC(=O)C1=C(C)NC=C([N+](=O)[O-])C1c1ccc(OC)cc1 (stereo unspecified),11.2,9.7,-6.6,10.8,-15.7,-1.5,-4.4,2.5
Cc1cc(NC(=O)COc2cccnc2[N+](=O)[O-])no1,-5.8,14.9,1.9,11.8,2.6,2.3,17.9,-2.2
O=C(Nc1ccc(F)cc1)C1=CC(=O)N2CCN=C2S1,11.9,-9.9,-3.6,1.8,23.2,-2.4,13.7,2.2
O=C(Cn1nc(Cc2cccnc2)c2ccccc2c1=O)N1CCN(C(=O)c2ccco2)CC1,-6.5,-20.8,8.3,-14.1,-0.4,-0.5,-1.1,-0.9
O=C(c1ccc(Cl)c([N+](=O)[O-])c1)N1CCN(c2ccccn2)CC1,1.0,4.6,-6.0,10.5,-31.7,-2.8,14.1,0.2
CC(/C=C/c1ccccc1)=N/NC(=O)Cn1nnc(N)n1,5.5,-12.3,-5.1,-0.6,13.4,-0.4,0.2,-2.4
N/C(=N\OC(=O)c1ccc(Cl)c([N+](=O)[O-])c1)c1ccccn1,14.5,67.2*,-36.1,28.8,-11.7,4.3,-19.4,4.4
CC(C)N(Cc1nccn1C)C(=O)c1cc(COc2cccc(C(F)(F)F)c2)on1,8.7,5.4,-2.2,8.9,12.4,-0.7,-17.0,-6.6
CCc1ccc(NC(=O)Cn2nnc(C(=O)NCc3ccc4c(c3)OCO4)c2N)cc1,-1.5,40.2,6.6,-4.6,-12.3,0.5,-8.5,-4.5
CCOc1ccccc1NC(=O)CCN(c1ccc(C)cc1)S(=O)(=O)c1ccccc1,26.1,2.3,3.9,33.4,10.1,4.1,-5.6,-1.0

Molecule,tim23-1 inh,Mdm2 MdmX PPI,Jurkat NFkB inh,tim10-1 inh,TIM10 inh,CHOP UPR activ,697 NFkB inh,XBP1 UPR activ
CN1c2ccc([N+](=O)[O-])cc2C(C)(C)C12C=Cc1cc(C(=O)O)ccc1O2 (stereo unspecified),25.9,-3.6,-7.6,21.8,13.9,0.7,6.0,-4.5
CN(CC(=O)NC1CCCc2ccccc21)S(=O)(=O)c1cccs1 (stereo unspecified),6.1,-17.4,-3.3,2.0,-8.9,1.7,-0.8,-3.9
O=C(NCc1ccccc1F)c1cccc(S(=O)(=O)N2CCCCCC2)c1,-2.8,3.4,-16.9,-1.8,-2.4,-2.5,-2.8,1.0
O=C(COC(=O)c1ccco1)NC1CCCc2ccccc21 (stereo unspecified),16.8,7.7,-7.4,1.0,8.9,0.2,-4.0,-0.3
Cc1cc(NC(=NC2CC2)c2ccccc2F)n(-c2ccccc2)n1,30.0,20.7,-0.5,22.7,25.1,-0.4,8.5,-3.0
CCOC(=O)C1CCCN(C(=O)CC(c2ccccc2)c2ccccc2)C1 (stereo unspecified),27.1,-6.5,-5.2,29.3,15.1,0.9,-2.7,-2.5
O=c1[nH]c(CN2CCCCC2)nc2ccccc12,9.8,9.4,-15.2,5.4,-4.9,-2.2,-6.6,-2.0
CCOCCCNC(=O)CN1C(=O)COc2ccc(S(=O)(=O)N3CCCC3)cc21,0.2,3.0,-1.6,-11.5,8.5,2.3,-21.0,-0.4
COc1ccc(C(=O)Nc2ccccc2N2CCOCC2)cc1S(=O)(=O)N1CCCC1,28.9,4.3,0.8,19.3,13.1,1.6,31.1,1.4
CCC(C(=O)NC(C)(C)C)N(Cc1cccs1)C(=O)CNS(=O)(=O)c1ccccc1 (stereo unspecified),22.8,-22.1,-8.6,12.6,-15.9,-0.5,-21.0,1.0
Cc1ccc(C)c(NC(=O)C2CCCC2)c1,-1.0,-20.8,-4.2,-9.8,-8.2,0.7,2.3,-1.0
CC(C)OCC(O)CCc1n[nH]c(=S)n1-c1ccccc1 (stereo unspecified),5.4,0.4,21.3,12.6,2.2,0.5,-2.0,0.6
CCCCn1c(N)c(N(CC(C)C)C(=O)CN(C)S(=O)(=O)c2ccc(C)cc2)c(=O)[nH]c1=O,-11.0,13.2,8.4,-11.6,-3.2,-2.0,-2.1,1.4
NNC(=S)Nc1cccc(Cl)c1,26.0,-11.6,10.0,20.0,4.5,0.4,15.7,-2.2
CCOc1ccccc1NC(=O)c1cccnc1,-4.4,4.4,-8.2,-0.9,-10.8,0.0,-2.9,-1.0
O=S(=O)(c1cccs1)N1CN(Cc2ccccc2)c2nc3ccccc3nc21,35.3,-18.9,-20.2,27.0,0.8,1.4,-37.1,-2.6
Cc1c(Cl)cccc1NC(=O)CSc1nnnn1C,-8.1,-16.2,-1.0,-16.6,-9.5,-0.1,13.0,-0.3
O=C(NCCCn1ccnc1)c1cc([N+](=O)[O-])cc([N+](=O)[O-])c1,14.9,-12.5,-4.2,19.1,4.6,-1.7,6.0,-0.7
O=C(NCc1ccccn1)C1CCCN(S(=O)(=O)c2ccc(Br)cc2)C1 (stereo unspecified),-6.3,26.8,0.2,8.1,5.6,2.0,17.3,-4.1
O=S1(=O)CCC(NC(=S)NCCNC(=S)NC2CCS(=O)(=O)C2)C1 (stereo unspecified),6.8,11.4,10.0,14.1,-4.0,-1.8,7.9,-1.0

Molecule,tim23-1 inh,Mdm2 MdmX PPI,Jurkat NFkB inh,tim10-1 inh,TIM10 inh,CHOP UPR activ,697 NFkB inh,XBP1 UPR activ
O=C(COc1cccnc1[N+](=O)[O-])Nc1cc(S(=O)(=O)N2CCCCC2)ccc1Cl,-8.9,-2.4,7.5,-6.4,11.9,-0.5,-3.2,-1.6
CC1CN(S(=O)(=O)c2cc(C(=O)NCCC3=CCCCC3)ccc2Cl)CC(C)O1 (stereo unspecified),17.9,-5.5,-12.1,27.7,14.1,2.0,-85.6,-1.5
C=CCOc1ccc(CN(C)C(=O)CNC(=O)c2ccc(-c3ccccc3)cc2)cc1,-1.3,23.0,1.2,-3.1,-9.6,4.7,-25.0,-0.3
COCCN(C(=O)COC(=O)c1ccccc1Cc1ccccc1)c1c(N)n(Cc2ccccc2)c(=O)[nH]c1=O,-4.9,-9.0,11.3,17.5,-1.0,0.0,-9.5,-4.5
O=C(O)CCCNS(=O)(=O)c1ccccc1,20.5,-44.6,2.7,2.4,-6.7,-0.7,-16.9,-2.5
COc1ccc(-c2nnc(SCC(=O)N3c4ccccc4Sc4ccccc43)o2)cc1,-5.7,34.7,7.9,12.5,27.5,-0.1,-2.2,-3.1
Cc1ccc(NC(=O)CSc2ccccn2)cc1S(=O)(=O)N1CCOCC1,11.1,4.1,-18.7,24.8,5.7,-1.5,11.7,1.0
C/C(=N\NC(=O)CC(C)C)c1c(C(F)(F)F)[nH]n(-c2nc3ccccc3s2)c1=O,14.3,-17.7,-25.0,10.8,13.8,2.7,-16.2,-0.5
O=C(Oc1ccc2ccccc2c1)c1ccco1,31.0,-4.6,4.3,17.1,12.7,1.5,18.5,-1.6
Cc1cc(C)nc(NS(=O)(=O)c2ccc(NC(=O)c3ccc(S(=O)(=O)N(C)C)cc3)cc2)n1,-11.4,2.3,-4.1,-1.0,-1.0,-1.1,14.9,-4.7
CCOC(=O)c1cc(C(=O)Nc2ccccc2F)nn1C,13.3,-88.2,-104.7,3.0,9.5,5.0,-81.2,-0.4
Cc1cc(-n2c(C)cc(C(=O)COC(=O)CN=C3NS(=O)(=O)c4ccccc43)c2C)no1,-3.6,23.9,-0.8,8.0,5.5,0.5,-11.1,-1.5
CCOc1cccc(C(=O)Nc2cc(-c3nn4c(C)nnc4s3)ccc2C)c1,28.2,9.4,10.9,27.8,15.0,0.0,-19.2,4.7
Cc1onc(-c2ccccc2)c1C(=O)Oc1ccccc1,21.0,31.7,11.7,24.7,9.7,-1.6,12.9,-0.9
S=C(NCC1CCCO1)N1CCN(c2nc(-c3ccccc3)cs2)CC1 (stereo unspecified),29.8,0.5,-1.6,52.6*,7.2,-0.5,-38.2,-2.2
CCC(C)Sc1nc(O)c(Cc2ccccc2)c(=O)[nH]1 (stereo unspecified),31.4,3.1,-1.1,19.1,14.4,-2.1,-28.1,1.4

Just TIM10 inh and CHOP UPR activ (2 entries from above):
| canonical_smiles | TIM10 inh | CHOP UPR activ |
| --- | --- | --- |
| Cc1ccc(NC(=O)CSc2ccccn2)cc1S(=O)(=O)N1CCOCC1 | 5.7 | -1.5 |
| C/C(=N\NC(=O)CC(C)C)c1c(C(F)(F)F)[nH]n(-c2nc3ccccc3s2)c1=O | 13.8 | 2.7 |
